# Kir21 block: blocks the mouse Kir2.1 inward-rectifier potassium channel; B-score at 10 µM; HEK293-Kir2.1, FluxOR thallium flux fluorescence; active compounds read low; actives 0.85% (n = 310,000);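 active means fluorescence ratio B-score at or below minus 3 SD of library scores, with starting-brightness B-score within 2 SD, cut at about -4.2 in these data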;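 further: channel flux triggered by added potassium and thallium sulfate stimulus; B-score of peak minus minimum fluorescence over baseline after thallium stimulus; more negative B-score means stronger Kir2.1 block with less thallium influx; some compounds called inactive have numbers as strong as hits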
# Target sequence (P35561 whole entry, looked up): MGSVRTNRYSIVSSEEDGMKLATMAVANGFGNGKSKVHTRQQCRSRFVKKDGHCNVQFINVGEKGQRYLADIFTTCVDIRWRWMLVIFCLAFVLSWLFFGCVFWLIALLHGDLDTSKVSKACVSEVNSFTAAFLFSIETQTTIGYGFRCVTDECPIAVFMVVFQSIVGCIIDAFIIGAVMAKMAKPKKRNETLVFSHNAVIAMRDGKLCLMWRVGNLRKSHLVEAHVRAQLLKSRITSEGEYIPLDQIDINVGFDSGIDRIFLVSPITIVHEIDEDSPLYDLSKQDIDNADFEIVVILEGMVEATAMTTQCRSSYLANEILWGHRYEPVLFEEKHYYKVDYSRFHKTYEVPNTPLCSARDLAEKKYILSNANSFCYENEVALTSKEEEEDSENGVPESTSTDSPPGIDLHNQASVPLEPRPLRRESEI
# KCNQ2 inh: KCNQ2 potassium channel inhibitors, primary screen, cell-based, CHO-K1, FluxOR thallium flux, B-score (AID 2156) | O88943 | 20 min; active compounds read low | B-score at 10 µM | actives 1.1% (n = 310,000);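 active means fluorescence ratio B-score at most minus 3 library SDs, with starting brightness B-score within 2 library SDs, cut at about -5.5 in these data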
# * marks the source's active call; other numbers are inactive results; i = inactive. The order is random. About 1.8% of those tested had a hit in this group.
Kir21 block	KCNQ2 inh	SMILES
1.1	i	C=CCNC(=O)NC(=O)CSc1nnc(C(F)(F)F)n1C
-1	i	N/C(=N\OC(=O)CCCCCN1C(=O)c2ccccc2C1=O)c1ccccn1
0.1	i	Cc1ccc(C(=O)Nc2cccnc2)cc1S(=O)(=O)N1CCOCC1
0.01	i	COc1cc(C)c(S(=O)(=O)n2ccc(C)n2)cc1C
-1.4	i	CN1C(C(=O)NCc2ccc(OC(F)(F)F)cc2)CC2Cn3c(nc4cc(Cl)c(Cl)cc43)C21 (stereo unspecified)
1.8	i	CC(=O)Nc1ccc(NC(=O)C/C(C)=N/NC(=O)COc2cc(C)c(Br)cc2Br)cc1
-2.4	i	CN1CCN(c2ccccc2NC(=O)COc2ccccc2)CC1
0.61	i	Cc1ccc(S(=O)(=O)N/N=C/c2cccc(OC3CSC3)c2)cc1
0.65	i	COc1cc(NC(=O)c2[nH]c(C)c(C(C)=O)c2C)cc(OC)c1OC
0.86	i	Cc1ccc(NC(=O)CN(C)C(=O)CSc2nc3ccccc3c(=O)n2Cc2ccco2)cc1
-2.3	i	Cn1c(SCCOc2ccc(F)cc2)nnc1-c1ccncc1
-0.34	i	Cc1ccc(S(=O)(=O)Nc2ccccn2)cc1[N+](=O)[O-]
1.7	i	O=C(Cc1cn2ccsc2n1)Nc1ccccn1
0.58	i	COc1ccc(C(=O)NCc2ccc3c(c2)OCO3)cc1
0.15	i	COc1cccc(NS(=O)(=O)c2ccc(-c3coc(C)n3)cc2)c1
-3.7	i	CCCCNC(=O)CN1C(=O)c2cccc(N)c2C1=O
0.69	i	O=C(CSc1nccn(-c2ccc(Br)cc2)c1=O)NC1CCCC1
0.79	i	O=C(NCC1CCCO1)c1ccc(Br)o1 (stereo unspecified)
-0.11	i	O=C(CN1CCC(NC(=O)c2ccccc2Cl)CC1)NCc1ccccc1
0.04	i	COCCC(=O)N1CCC(Oc2ccc(C(=O)N3CCC[C@H]3CO)cc2)CC1
-0.46	i	CC(C)(C)c1ccc(C(=O)c2cn[nH]c2-c2ccccc2O)cc1
0.86	i	COc1ccc(NCC(=O)N/N=C/c2c(C)nn(Cc3ccccc3)c2Cl)cc1
-0.53	i	OC1(CC#CCN2CCCCC2)c2ccccc2-c2ccccc21
-2.3	i	Cc1ccc2cccc(OCC(=O)NCc3ccco3)c2n1
-8.9*	i	CCN(CC)CC#CCC(C)(c1ccccc1)c1ccccc1
0.01	i	CCOC(=O)Cn1c(=NC(=O)C2COc3ccccc3O2)sc2cc(S(N)(=O)=O)ccc21 (stereo unspecified)
-0.01	i	Cc1ccccc1OCCC(=O)OCC(=O)NC1CCS(=O)(=O)C1 (stereo unspecified)
-4.6	i	CC(=O)N(Cc1c(C#N)c2ccccc2n1C)c1ccccc1
0.95	i	Cc1cc(C)n(-c2ccc(C(=O)Nc3nc4ccccc4s3)cc2)n1
-0.77	i	CCOC(=O)c1[nH]c2ccc(C)cc2c1N

# Of the compounds above, these have four or more nitrogen atoms.
Kir21 block	KCNQ2 inh	SMILES
1.1	i	C=CCNC(=O)NC(=O)CSc1nnc(C(F)(F)F)n1C
-1	i	N/C(=N\OC(=O)CCCCCN1C(=O)c2ccccc2C1=O)c1ccccn1
-1.4	i	CN1C(C(=O)NCc2ccc(OC(F)(F)F)cc2)CC2Cn3c(nc4cc(Cl)c(Cl)cc43)C21 (stereo unspecified)
1.8	i	CC(=O)Nc1ccc(NC(=O)C/C(C)=N/NC(=O)COc2cc(C)c(Br)cc2Br)cc1
0.86	i	Cc1ccc(NC(=O)CN(C)C(=O)CSc2nc3ccccc3c(=O)n2Cc2ccco2)cc1
-2.3	i	Cn1c(SCCOc2ccc(F)cc2)nnc1-c1ccncc1
1.7	i	O=C(Cc1cn2ccsc2n1)Nc1ccccn1
0.86	i	COc1ccc(NCC(=O)N/N=C/c2c(C)nn(Cc3ccccc3)c2Cl)cc1
0.95	i	Cc1cc(C)n(-c2ccc(C(=O)Nc3nc4ccccc4s3)cc2)n1

# (next part)
Kir21 block	KCNQ2 inh	SMILES
0.02	i	COc1ccc(OCC(=O)NCCCn2ccnc2)cc1
-0.03	i	COC(=O)C1CCN(C(=O)c2sc3nc(-c4ccc(F)cc4)cn3c2C)CC1
-0.02	i	Cc1c(N=C2NC(=O)C(CC(=O)Nc3ccccc3)S2)c(=O)n(-c2ccccc2)n1C (stereo unspecified)
2.2	i	COc1ccc(Oc2cn[nH]c2-c2ccc(OCC(=O)NN)cc2O)cc1
0.68	i	O=C(c1ccc(COc2ccccc2Br)o1)N1CCN(c2ccccn2)CC1
0.18	i	CC(=O)N=C1C=CC(=CN(O)C(C)(C)Cc2ccccc2)C=C1
-0.07	i	CCN=c1scc(C)n1/N=C/c1ccsc1
1.4	i	CC(Oc1ccc(F)cc1)C(=O)Nc1cc(S(=O)(=O)N2CCCCC2)ccc1N1CCOCC1 (stereo unspecified)
1.8	i	COc1ccc(/C=C(/NC(=O)/C=C/c2ccccc2)C(=O)O)cc1
-1.1	i	Cc1ccc(S(=O)(=O)N(C)C)cc1NC(=O)CSc1nc2ccccc2c(=O)n1CC1CCCO1 (stereo unspecified)
1.9	i	CCOC(=O)C1CCCN(c2c(NCC3CCCN3CC)c(=O)c2=O)C1 (stereo unspecified)
0.99	i	COc1ccc(CNC(=O)Nc2ccccc2)cc1
0.12	i	O=C(O)CN1C(=O)C(=O)N(Cc2ccc(C(F)(F)F)cc2)C1=O
-2.7	i	O=C(CCn1cccn1)N1CCCC(N2CCN(c3cccc(Cl)c3)CC2)C1 (stereo unspecified)
-2.7	i	CCc1cccc(NC(=O)Cn2c(=O)oc3cc(S(=O)(=O)N4CCOCC4)ccc32)c1
0.03	i	O=C(COC(=O)c1ccc(NS(=O)(=O)c2cccs2)cc1O)NCc1ccccc1
0.02	i	CC(=O)Oc1cccc(N2C(=O)C3C(C2=O)C2C=CC3C23CC3)c1 (stereo unspecified)
0.64	i	CC(C)(C)c1cc(Br)ccc1OCC(=O)Nc1ncn[nH]1
0.03	i	Cn1c2ccccc2c2c(C(=O)N3CCN(C(=O)c4ccco4)CC3)cn(C3CCCCC3)c(=O)c21
-0.81	i	COc1ccc(CN2CCNC(=O)C2CC(=O)N(Cc2nccn2C)C(C)C)c(OC)c1 (stereo unspecified)
0.66	i	CCc1ccc(N(CC)c2ncnc3nc[nH]c23)cc1
-1.2	i	O=C(Cn1ncc2c(=O)oc3ccccc3c21)NC1CC1
-0.1	i	CNc1nc(N(C)C)nc(N(C)C)n1
0.53	i	CC(C)CC(=O)Nc1ncnc2c1C(=O)CC(C)(C)C2
-0.33	i	CCOC(=O)c1cccc(NS(=O)(=O)c2c(C)[nH]c(C)c2C(=O)N2CCCC2)c1
-0.56	-7.6*	COc1ccc(CNC(=S)Nc2ccccc2-c2ccccc2)cc1
-4.3*	i	Cc1noc(C)c1COC(=O)C1(c2cccc(F)c2)CCCC1
-2.6	i	O=S(=O)(c1ccc(F)cc1)N1CCN(Cc2ccccc2C(F)(F)F)CC1
1.4	i	CC(=O)Nc1ccc(NC(=O)C(C)OC(=O)CCC2CCCCC2)cc1 (stereo unspecified)
0.89	i	O=C(CNc1ccccc1)Nc1cccc2ccccc12

# Next part.
Kir21 block	KCNQ2 inh	SMILES
0.13	i	CC(C)Nc1ccc(C(CC(N)=O)NC(=O)Cc2cccc3ccccc23)cc1[N+](=O)[O-] (stereo unspecified)
2	i	Cc1cccc(NC(=S)Nn2cnnc2)c1C
-2.8	i	O=C1C(CSCc2ccccc2)NC(=S)N1c1ccccc1 (stereo unspecified)
0.19	i	Cc1ccc(S(=O)(=O)NCCCOC(=O)Nc2ccncc2)cc1
-0.81	i	Cc1ccc(CSCC(=O)NCCc2ccccc2)cc1
1.7	i	CCn1c(CC(=O)Nc2ccccc2)nnc1SCC(=O)Nc1nnc(C)s1
0.29	i	Cc1cccc(N(Cc2cc3ccc(C)cc3[nH]c2=O)S(=O)(=O)c2ccccc2)c1
-1.1	i	CC(=O)c1ccc(NC(=S)NCC(c2ccco2)N2CCCC2)cc1 (stereo unspecified)
0.98	i	COc1ccc(CN2CC(C(=O)NCc3cccc(OC)c3)CC2=O)cc1 (stereo unspecified)
-1.6	i	CC1(C)COC(c2cccn2Cc2ccccc2Cl)=N1
0.46	i	Cc1nc(NC(=O)CCc2ccccc2)ccc1Br
-0.05	i	Cc1ccc(OCC(=O)N/N=C/c2cccn2C)cc1C
0.31	i	CCOC(=O)c1ccccc1NC1c2ccccc2C(=O)N1C1CCN(C(=O)OCC)CC1 (stereo unspecified)
-0.04	i	CCC1N=C(SC)NC(C)=C1C(=O)c1ccccc1 (stereo unspecified)
-1.1	i	CCc1c(C(=O)N2CCCN(C)CC2)csc1C
0.8	i	COC(=O)Nc1ccc(S(=O)(=O)Nc2cc(OC)nc(OC)n2)cc1
0.14	i	CCO[C@H]1OC(C(=O)NCc2ccccc2)=C[C@@H](C(C)(C)C)[C@@H]1CCCO
1	i	N#Cc1nc(-c2ccc(OCc3ccccc3Cl)cc2)oc1NCCCn1ccnc1
1.5	i	COc1ccc(CCC(=O)Nc2ncc(C)s2)cc1OC
-2.9	i	COC(=O)c1c(NC(=O)Cn2nc(C(F)F)cc2C(F)F)sc(C)c1C
0.93	i	COC(=O)N1C(=O)[C@@](c2ccc(OC)cc2)(C(C)C)N1C(=O)OC
0.56	i	O=CN1c2ccccc2CSc2ccccc21
2.3	i	C=CCN1C(=O)C(C)(C)N(C(=O)c2cccc([N+](=O)[O-])c2)c2ccccc21
0.72	i	NS(=O)(=O)c1ccc(CCNCC(=O)NC2CC2)cc1
-0.36	i	C/C(N)=C(/C#N)C(=O)CSc1nnc(Nc2cccc(C)c2)s1
0.81	i	CC(=O)c1c(C)[nH]c(C(=O)Nc2cccc(C)c2C)c1C
-0.81	i	Cc1c(Cl)c([N+](=O)[O-])nn1CC(=O)NCC1CCCO1 (stereo unspecified)
1.8	i	Cc1cc(=O)c(C(=O)O)nn1-c1ccccc1Cl
-0.06	i	Cn1nc(-c2ccc(Cl)cc2)c2cc(C(=O)NCc3ccco3)sc21
-1.3	i	COc1cccc(NC(=S)NCCCN2CCOCC2)c1

# (further entries)
Kir21 block	KCNQ2 inh	SMILES
0.8	i	COc1ccc(Cn2c(=O)[nH]c3cc(C(=O)N4CCN(c5ccccc5OC)CC4)ccc3c2=O)cc1
-0.62	-7.6*	Cc1ccc(-c2nnc(N3CCN(C(=O)COc4ccccc4)CC3)c3ccccc23)cc1
0.91	i	CC1(C)NC(=O)NC2(C)NC(=O)NC(C)(C)C12 (stereo unspecified)
0.97	i	CCCCn1c(N)c(N(CC(C)C)C(=O)C2CSC3(C)CCC(=O)N23)c(=O)[nH]c1=O (stereo unspecified)
0.94	i	COC(=O)c1ccc(/C=C(\C#N)c2ccccn2)cc1
2.5	i	COc1ccc(/C=N/NC(=O)c2ccncc2)cc1CN1CCOCC1
-1.1	i	COc1ccc(Cn2nnnc2C(C(C)C)N(Cc2ccco2)Cc2cccs2)cc1 (stereo unspecified)
0.43	i	Cc1ccc(S(=O)(=O)Oc2ccc(N3C(=O)C4C5CCC(C5)C4C3=O)cc2)cc1 (stereo unspecified)
-1.2	i	O=C(CSc1ccccc1C(=O)O)NCC1CCCCC1
1	i	Cc1ccccc1NC(=O)CN1C(=O)NC(C)(c2ccc3c(c2)OCO3)C1=O (stereo unspecified)
-1.1	i	CC(C)c1ccc(/C=N/NC(=O)CC(=O)NCc2ccccc2)cc1
0.8	i	Fc1ccc(CNc2ccccn2)cc1
0.02	i	CCOC(=O)C1CCN(Cc2ccc(C(=O)OC)cc2)CC1
0.04	i	CCC(C)(C)NC(=O)Cn1c(-c2ccccc2)cc(C(C)=O)c1C
1.2	i	Cc1cc(C)c(S(=O)(=O)c2ccccc2C(=O)O)c(C)c1
-0.19	i	Cc1cc(C)n(-c2nc3ccccc3c(=O)n2OCC(C)C)n1
0.14	i	Cc1cccc2cc(C3CC(c4ccco4)=NN3S(=O)(=O)c3ccccc3)c(Cl)nc12 (stereo unspecified)
0.43	i	CCN(c1ccccc1)S(=O)(=O)c1ccc(Cl)c(NC(=O)CN2CCCCCC2)c1
0.33	i	COc1ccccc1Oc1cn[nH]c1-c1ccc(OCC(=O)NN)cc1O
1.4	i	O=C(O)C1C2C=CC(C2)C1C(=O)NCc1ccc(Cl)c(Cl)c1 (stereo unspecified)
0.27	i	Cc1cc(N2CCOCC2)n2cc(-c3ccc(F)cc3)nc2n1
-0.59	i	N#Cc1c(-c2c(Cl)cccc2Cl)noc1/C=C/Nc1ccc(C(=O)O)cc1
-0.3	i	N#CC(C(=O)c1ccc(S(=O)(=O)N2CCCCCC2)cc1)c1nc2ccccc2[nH]1 (stereo unspecified)
0.26	i	CCc1ccc(OCCCC(=O)Nc2ccc(N3CCOCC3)cc2)cc1
0.7	i	CC(=O)c1nc(-c2ccccc2)sc1C
-0.12	i	Cc1ccc(-c2nn(CC(=O)NCCN3CCOCC3)c(=O)c3ccccc23)cc1
0.62	-7*	Cc1ccc(S(=O)(=O)N(CC(=O)NCCC2=CCCCC2)Cc2ccccc2F)cc1
1.6	i	O=c1[nH]snc1N1CCOCC1
0.44	i	CCOC(=O)Cc1csc(N/N=C\c2ccccc2OC)n1
-0.73	i	COc1ccc(C2CC(c3cccs3)=NN2C(=O)CCl)cc1OC (stereo unspecified)
0.01	i	O=C(Oc1ccc(Cl)c2ccccc12)N1CCCCC1
-0.5	i	Cc1ccc(C(=O)Nc2ccccc2N2CCCCC2)o1
0.17	i	CN(c1cccc(NC(=O)c2ccccc2N(C)S(=O)(=O)c2ccccc2)c1)S(C)(=O)=O

# Record cards, from the list above. Order of values: Kir21 block | KCNQ2 inh
# Cc1ccc(S(=O)(=O)N(CC(=O)NCCC2=CCCCC2)Cc2ccccc2F)cc1 across the screens: 0.62 | -7*
# CCOC(=O)Cc1csc(N/N=C\c2ccccc2OC)n1 across the screens: 0.44 | i

# Compound activity (PubChem)
